# Growth percent in the NCI-60 one-dose screen (48 h, 10 µM unless noted): 100 = growth as untreated, 0 = no growth, -100 = all killed.
# SK-MEL-2 – SK-MEL-2 melanoma | AID 1794763 | 77,000 compounds, 4.7% hits
# SK-MEL-5 – SK-MEL-5 melanoma; AID 1794755; 80,000 compounds, 6.4% hits
# SK-MEL-28 – SK-MEL-28 melanoma; 81,000 compounds, 4.1% hits; AID 1794761
# UACC-62 – UACC-62 melanoma; 81,000 compounds, 5.4% hits; AID 1794756
# MDA-MB-435 – MDA-MB-435 melanoma. 82,000 compounds, 7.8% hits. AID 1794794
# MALME-3M – MALME-3M melanoma | 78,000 compounds, 5.8% hits | AID 1794766
# M14 – M14 melanoma; 80,000 compounds, 6.2% hits
# UACC-257 – UACC-257 melanoma; AID 1794764; 78,000 compounds, 4.4% hits
# Numbers without * were called inactive; · = not tested or not shown; & = joins results of further samples; [ ] = another dose, or the depositor's remark. Rule for the calls: active = growth percent below 10; inactive = the rest.
SMILES,SK-MEL-2,SK-MEL-5,SK-MEL-28,UACC-62,MDA-MB-435,MALME-3M,M14,UACC-257
COc1cc(OC)c(/C=C\C(=O)c2ccccc2O)c(OC)c1,92,88,98,80,75,·,94,89
CCCCC[C@H](O)c1ccccc1[C@H]1O[C@@H](CCC(=O)OC)[C@H](O)[C@@H]1I,109,99,109,85,105,96,110,97
CCC(=O)Oc1ccc(/C(=C(/C)Cc2cccc(OC)c2)c2ccc(OCCN(C)C)cc2)cc1,100,93,110,103,9.8*,100,32,118
O=C(c1cc(-c2ccccc2)nc2ccccc12)N1N=C(c2ccc(Cl)cc2)CC1c1cc(-c2ccccc2)nn1-c1ccccc1 (centres undefined),100,96,108,79,101,95,94,100
COc1ccc2c(c1)cn1c3ccc(O)cc3nc(N)c21,·,18,43,33,-17*,31,10,60
CCCCCCCCCCCCCCCCNC(=S)N/N=C/c1ccc(C(C)C)cc1,97,97,109,90,105,113,104,·
O=C(CN1C=NC2C(N3CCOCC3)=NC=NC21)c1ccc(Br)cc1 (centres undefined),94,·,111,93,101,104,107,105
COc1cc(-c2nnc(Nc3ccc(C(F)(F)F)cc3)o2)ccc1O,90,96,106,92,107,95,98,90
CC(=O)N/C(=C1/OCCN1Cc1ccccc1)[P+](c1ccccc1)(c1ccccc1)c1ccccc1,103,97,89,73,102,84,105,75
Nc1nc(Nc2ccccc2)c2cc[nH]c(=O)c2n1,·,108,115,98,110,131,103,128
CC(=O)Cn1c(CN2CCN(C)CC2)nc2ccccc2c1=O,102,110,119,95,97,102,93,99
COC(=O)c1sc(-c2ccsc2C(=O)OC)cc1N,88,98,112,93,100,102,·,94
C=CC(=O)OC1CCC(C(C)(C)CC)CC1 (centres undefined),108,104,110,109,103,110,107,115
O=C(CCCCNC(=O)c1cc(=O)c(O)co1)Nc1ccccc1,99,99,103,90,98,43,81,89
c1ccc2sc(SCN3CCOCC3)nc2c1,113,98,102,104,110,111,102,103
O=C(CN1CCCCC1)Nc1cccc(-c2cc3ccccc3[nH]2)c1,109,89,96,89,92,95,94,93
O=C1NC(=O)/C(=C\c2cn(-c3ccccc3)nc2-c2cccc(O)c2)S1,87,88,100,82,98,104,90,91
C=C1CCC2C(C)(CO)C(O)CCC2(C)C1CC(NCc1cccc(Cl)c1)C1=CCOC1=O (centres undefined),109,98,101,89,107,93,96,101
N[C@@H](CO)[C@@H](O)c1ccc([N+](=O)[O-])cc1,94,104,109,106,105,108,101,93
CCOC(=O)CCOc1ccccc1,·,91,107,100,99,94,93,99
N#Cc1c(-c2ccc(Cl)cc2)n2c(nc1=O)NNCC2=O,113,104,107,95,104,91,108,102
CS(=O)(=O)c1ccc(-c2ccc3nc(N)n(-c4ccc(C(F)(F)F)cc4)c(=O)c3c2)cc1,99,76,110,99,97,99,96,102
COc1ccc(/C=C/C(=O)c2ccc(OC)c(S(=O)(=O)Nc3cccnc3)c2)cc1,105,98,106,89,101,99,96,97
COc1ccc2c(c1)C(=O)/C(=C/c1cccc(OCC(=O)Nc3nc4c(s3)CCCC4)c1)O2,-67*,-14*,38,79,27,-68*,-27*,-22*
CN(C)S(=O)(=O)n1cnc([C@@H]2[C@@H]3C(=O)OC[C@@H]3C[C@]23N=CN(Cc2ccccc2)C3=O)c1,176,102,108,106,108,110,·,116
Fc1ccccc1[C@H]1Nc2c(ccc3ncccc23)[C@H]2C=CC[C@H]21,82,43,97,72,66,97,95,73
O=C(CSc1nc2ccccc2c(=O)n1-c1ccc(S(=O)(=O)Nc2ccc(Cl)nn2)cc1)Nc1ccc(S(=O)(=O)Nc2ccc(Cl)nn2)cc1,120,97,106,94,100,102,111,101
CCC(=O)c1c(C)cc(C)c(C(=O)CC)c1C,90,94,108,105,100,88,87,91
CC(=O)c1sc(N)c(-c2nnc(-c3ccccc3)o2)c1C,94,99,114,97,105,94,96,·
O=C(CSc1nnc(-c2cccs2)n1-c1ccccc1)Nc1ccccc1F,96,91,81,58,3.4*,70,75,95

# Exported field by field: four of the compounds above
COc1ccc(/C=C/C(=O)c2ccc(OC)c(S(=O)(=O)Nc3cccnc3)c2)cc1
  SK-MEL-2 = 105; SK-MEL-5 = 98; SK-MEL-28 = 106; UACC-62 = 89; MDA-MB-435 = 101; MALME-3M = 99; M14 = 96; UACC-257 = 97

COc1ccc2c(c1)C(=O)/C(=C/c1cccc(OCC(=O)Nc3nc4c(s3)CCCC4)c1)O2
  SK-MEL-2 = -67*; SK-MEL-5 = -14*; SK-MEL-28 = 38; UACC-62 = 79; MDA-MB-435 = 27; MALME-3M = -68*; M14 = -27*; UACC-257 = -22*

CN(C)S(=O)(=O)n1cnc([C@@H]2[C@@H]3C(=O)OC[C@@H]3C[C@]23N=CN(Cc2ccccc2)C3=O)c1
  SK-MEL-2 = 176; SK-MEL-5 = 102; SK-MEL-28 = 108; UACC-62 = 106; MDA-MB-435 = 108; MALME-3M = 110; M14 = ·; UACC-257 = 116

Fc1ccccc1[C@H]1Nc2c(ccc3ncccc23)[C@H]2C=CC[C@H]21
  SK-MEL-2 = 82; SK-MEL-5 = 43; SK-MEL-28 = 97; UACC-62 = 72; MDA-MB-435 = 66; MALME-3M = 97; M14 = 95; UACC-257 = 73

# Later entries.
SMILES,SK-MEL-2,SK-MEL-5,SK-MEL-28,UACC-62,MDA-MB-435,MALME-3M,M14,UACC-257
CC(=O)NC1=C/C(=C\[N+](=O)[O-])C=C1O,94,97,103,99,·,111,117,104
O=C(Nc1cnc(Cl)nc1Oc1cccc(C(F)(F)F)c1)Nc1c(Cl)cccc1Cl,90,94,106,87,105,95,99,90
COC(=S)SCc1cc(=O)oc2ccc(Cl)cc12,80,94,102,·,98,100,89,101
O=C(O)C(Cc1ccc(O)cc1)N1C(=O)c2ccccc2C1=O (centres undefined),83,100,108,·,106,94,95,103
Cc1ccc(-c2cc(C(=O)N3N=C(c4ccc(N)cc4)CC3c3cc(-c4ccccc4)nn3-c3ccccc3)c3ccccc3n2)cc1 (centres undefined),94,82,98,74,99,112,86,106
COC(=O)c1oc2c(F)c(-c3ccccc3)c(-c3ccccc3)c(-c3ccccc3)c2c1N,106,97,101,84,111,102,113,122
CN(C)c1ccc(C2Nc3ccccc3-n3cccc32)cc1 (centres undefined),118,93,107,79,97,100,99,111
CCCC(=O)NCCc1ccc(OC)c(OC)c1,113,96,103,97,99,86,98,116
CC(=O)Nc1ccc(-n2cnc3cc(-c4cccc(O)c4)ccc32)cc1,116,90,97,117,78,80,118,108
COc1ccc(-c2csc(NC(=O)Nc3nc(-c4ccc(OC)cc4)cs3)n2)cc1,116,29,99,81,79,·,84,67
COC(=O)C1(Cc2ccccc2)CC(=O)N1C[C@H](Cc1ccccc1)N(Cc1ccccc1)Cc1ccccc1 (some centres undefined),51,·,75,40,66,67,67,32
CN1CC(C(O)C(O)C(O)CO)OC1C(NC(=O)c1ccccc1)[P+](c1ccccc1)(c1ccccc1)c1ccccc1 (centres undefined),104,101,109,100,106,98,118,100
CCOC(=O)CCc1nc(C#N)c(N(C)C)o1,91,103,108,90,102,94,105,92
Cn1ccc2c1CC1CN(Cc3ccco3)C(=O)C1C2C(=O)O (centres undefined),99,102,101,95,101,99,103,97
CN1CCN(C(=O)CSc2nnc(Cn3c(C(F)(F)F)nc4ccccc43)o2)CC1,94,99,105,100,105,101,100,102
O=[N+]([O-])c1ccc(Sc2nc(Cl)nc(NC3CCCC3)n2)cc1,-92*[100 µM],-90*[100 µM],-98*[100 µM],-97*[100 µM],-96*[100 µM],-81*[100 µM],-95*[100 µM],·
COC(=O)C(N)Cc1cnc[nH]1 (centres undefined),127,97,118,66,97,98,89,95
COC(=O)Nc1ncccn1,99,101,107,99,105,96,93,96
N#Cc1ccc(NC(=O)Nc2ccc(Oc3ccc(NC(=O)Nc4ccc(C#N)cc4)cc3)cc2)cc1,-20*,31,51,11,36,54,26,37
Cn1c(N)c(C(=O)N2CCN(c3ccccc3)CC2)c(=O)n(C)c1=O,131,101,108,106,98,109,99,110
COc1ccc(-c2c(C#N)c(-c3ccco3)nc3c2c(-c2ccccc2)nn3-c2ccccc2)cc1OC,98,95,102,86,101,108,108,99
COc1cccc2c1OC(c1ccc3noc(-c4ccccc4)c3c1)N1N=C(c3ccc(C)cc3)CC21 (centres undefined),103,100,109,96,107,99,101,114
COc1ccc2c(c1)c(CC(=O)[Se]CC#N)c(C)n2C(=O)c1ccc(Cl)cc1,39,-6.8*,38,55,26,6.8*,·,-10*
Oc1[nH]c2ccccc2c1/C=c1/ccc2c(c1)N=C(c1ccc(F)cc1)N=2,105,73,74,77,53,76,104,93
COc1cccc(Cn2cc(C(=O)Nc3cccnc3Nc3ccc(F)cc3)nn2)c1,·,96,113,96,104,106,112,109
CC1=C(C(=O)/C=C/c2ccc(N(C)C)cc2)C(c2ccccc2)NC(=S)N1 (centres undefined),102,99,110,94,102,108,101,100
CN1CCCN(CCNc2nccc(-c3c(-c4cccc(O)c4)nc4sccn34)n2)S1(=O)=O,22,38,18,-13*,11,9.9*,-0.1*,37
Cc1cc(NS(=O)(=O)c2ccc(N)cc2)sn1,101,99,115,100,116,78,111,115
O=C1c2cccc3cccc(c23)C(=O)N1CC#Cc1ccc2c3c(cccc13)C(=O)N(CCO)C2=O,102,91,112,93,93,100,85,94
COc1ccc(NCC(=O)Nc2ccc(-c3nc4ccccc4s3)cc2)cc1,116,97,111,100,108,126,100,104

# The list continues:
SMILES,SK-MEL-2,SK-MEL-5,SK-MEL-28,UACC-62,MDA-MB-435,MALME-3M,M14,UACC-257
COc1ccc(/C(C#N)=C/c2ccccn2)cc1,117&103,100&95,139&107,114&94,106&97,134&129,111&109,112&110
CC1CCc2c(sc3nc(NN)n(-c4ccccc4)c(=O)c23)C1 (centres undefined),·,90,89,92,90,91,88,104
COc1ccc(/C=C/c2nc(N3CCOCC3)c3nc(F)c(F)cc3n2)cc1OC,103,103,107,89,104,106,96,·
COc1cc(C=C2C(=O)NC(=O)NC2=O)cc(CN2CCOCC2)c1O,123,109,112,98,106,112,107,110
Cc1ccc(S(=O)(=O)n2cc(C=C(C#N)C#N)c3ccccc32)cc1,106,103,121,80,103,99,91,89
O/N=C\c1c(-c2ccccc2)[nH]c2ccccc12,109,100,97,82,89,119,93,·
CCOC(=O)c1c(NC(=O)c2cc(Cl)nc(Cl)c2)sc2c1CCN(C(=O)OC(C)(C)C)C2,98,92,102,78,98,85,100,93
CCOC(=O)CC1NN=c2n(nc3n(-c4ccccc4)c(=O)/c(=C\c4ccc(OC)cc4)n23)C1=O (centres undefined),107,97,115,94,108,103,107,106
N#C/C(=C/c1cccc(Oc2ccccc2)c1)c1ccccc1,98,99,105,88,101,92,91,109
Cc1cc(N)ncc1[N+](=O)[O-],112,102,101,101,105,100,99,112
Cc1ccc(S(=O)(=O)OCCCc2cn(-c3ccccc3F)nn2)cc1,101,105,106,92,99,106,102,102
C(=N\Nc1ccccn1)/c1ccccn1,49,-4.5*,35,2.7*,34,-2.6*,-36*,-19*
COc1cc([C@H]2c3c(O)c(O)c4oc5ccccc5c(=O)c4c3[C@@H]3C=C(C)CC(C)(C)[C@H]23)c2c(=O)c3ccccc3oc2c1O,66,·,67,30,47,74,41,66
COc1ccc(-c2cc(-c3cccs3)n3c(C)nnc3c2C#N)cc1,110,·,136,90,178,97,95,118
Cn1c(O)c(/C=C2\C=c3ccccc3=N\C2=N\c2nccs2)c(=O)n(C)c1=O,101,84,93,86,96,82,100,109
CSSSC,102,104,103,92,100,97,111,107
C#CCN1CCC2(CC1)N(Cc1cn([C@@H]3O[C@H](CO)[C@@H](O)[C@H](O)[C@H]3O)nn1)C(=O)c1ccccc1N2CC#C,102,105,114,100,107,99,103,83
Cc1cc(C)c(C(=O)c2ccccc2C(=O)O)c(C)c1,·,98,106,105,100,105,102,·
O=[N+]([O-])c1c(O)c(Cl)cc(Cl)c1Cl (tested in a mixture with another compound),104,112,115,105,112,112,113,107
CC(O)C(N)C(=O)O (centres undefined),110,98,109,100,102,102,99,99
Cc1c(Cl)cccc1NC(=O)c1sc2nc3c(cc2c1N)COCC3,29,24,59,31,-20*,59,11,47
COc1cccc(CNC(C)(CO)CO)c1OC,129,100,106,101,103,116,104,102
OB1c2ccccc2NC(=S)N1c1cc(C(F)(F)F)cc(C(F)(F)F)c1,100,70,97,77,93,101,88,·
CCCCCCCCCCCCCCNC(=O)Nc1ccc(Cl)c(Cl)c1,15,51,61,34,18,22,49,41
NC(=O)Cn1nc(-c2ccc(Oc3ccc(-c4ccc(=O)n(CC(N)=O)n4)cc3)cc2)ccc1=O,112,97,103,104,100,·,102,97
COc1ccc(NC(=S)Nc2ccc(Nc3ncnc4sc5c(c34)CCN(C(=O)OC(C)(C)C)C5)cc2)cc1,·,98,102,93,100,107,91,70
O=c1[nH]c2cncnc2[nH]1,95,115,101,110,85,98,96,·
COc1cc(Cn2cc3c(c2)-c2onc(CN4CCOCC4)c2CC3)cc(OC)c1OC,104,75,105,79,101,92,·,101

# Compound profiles, as listed above. Order of values: SK-MEL-2	SK-MEL-5	SK-MEL-28	UACC-62	MDA-MB-435	MALME-3M	M14	UACC-257
# Shown for `CC1CCc2c(sc3nc(NN)n(-c4ccccc4)c(=O)c23)C1` (centres undefined) : ·	90	89	92	90	91	88	104
# Shown for `COc1cccc(CNC(C)(CO)CO)c1OC` : 129	100	106	101	103	116	104	102
# Shown for `O/N=C\c1c(-c2ccccc2)[nH]c2ccccc12` : 109	100	97	82	89	119	93	·

# Screening data (PubChem BioAssay)

# Compounds as they come, and some 11% of all compounds hit somewhere here.
